USP1-UAF1 inh: USP1/UAF1 (human) deubiquitinase inhibition. O94782. recombinant USP1/UAF1, Ub-Rhodamine cleavage fluorescence. Potency, µM (highest dose often 57.1 µM), for the others: at the highest dose activity change, negative = inhibition, hits mostly inhibitors. hit rate 0.23% among 390,000. AID 743255; note: potency is the fitted concentration of half-maximal effect; % is set by controls: 0 for no effect and ±100 for the full control effect; nearly all actives have a fitted effect of over 60% in size; inactives centre near -12
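USP1/UAF1 complex (1 nM) preincubated 15 min at room temperature with compound, then Ub-Rho substrate (150 nM final) added. Kinetic fluorescence at 480/540 nm over 6 reads at 60 s intervals; 50 mM HEPES pH 7.8, 0.5 mM EDTA, 0.1 mg/ml BSA, 1 mM TCEP, 0.01% Tween-20.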
GLS inhibitor: glutaminase GLS (human) inhibition. O94925. GLS enzymatic activity, qHTS titration. Potency, µM (top dose mostly 45.5 µM), for inactives: top-dose activity change, negative = inhibition, actives largely listed as inhibitors. hit rate 0.21% among 410,000. AID 624170; note: potency is the fitted concentration of half-maximal effect; % is set by controls: 0 for no effect and ±100 for the full control effect
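Compounds were pin-transferred onto hKGA, after which L-glutamine (1 mM solution) and a detection mix of glutamate oxidase, HRP and Amplex Red were added. Initial and 30 min RT fluorescence reads were collected.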
TrxR1 substrate: is turned over as a substrate by rat TrxR1; O89049; purified TrxR1 substrate turnover, NADPH consumption readout; Potency, µM (series often up to 114 µM), without a hit: top-dose activity change, negative = substrate turnover; hit rate 0.01% among 390,000; AID 588456; note: potency is the fitted concentration of half-maximal effect; % is set by controls: 0 for no effect and ±100 for the full control effect; nearly all actives have a fitted effect of over 50% in size
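Rat TrxR1, dispensed at 90 nM, was prereduced with 400 uM NADPH (final) for 5 min at ~22 deg C, then incubated with compound 15 min before 400 uM selenite. A first-read NADPH fluorescence drop versus no-compound background flagged substrates.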
TrxR1 inh: inhibitors of rat thioredoxin reductase 1 | hit rate 1% among 390,000 | recombinant rTrxR1, NADPH fluorescence consumption, selenite substrate | Potency, µM (top dose mostly 114 µM), for the others: at the top dose activity change, negative = inhibition, hits mostly inhibitors | O89049; note: potency is the fitted concentration of half-maximal effect; % is set by controls: 0 for no effect and ±100 for the full control effect; nearly all actives have a fitted effect of over 65% in size
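Rat TrxR1 (90 nM in the dispensed reagent) was pre-reduced with 400 uM NADPH for 5 min at room temperature, then incubated with compound for 15 min. After 400 uM selenite was added, NADPH fluorescence (Ex 340/Em 450 nm) was followed for 8 min.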
HP1b binding inh: inhibitors of HP1-beta chromodomain binding to methylated histone tails; P83916; Potency, µM (series often up to 114 µM), inactives show top-dose activity change, negative = inhibition, usual class: inhibitors; AlphaScreen HP1-beta / biotin-H3K9me3 peptide binding; AID 540317; hit rate 0.56% among 390,000; note: potency is the fitted concentration of half-maximal effect; nearly all actives have a fitted effect of over 70% in size; inactives centre near 23
Target sequence (P83916 whole entry, looked up): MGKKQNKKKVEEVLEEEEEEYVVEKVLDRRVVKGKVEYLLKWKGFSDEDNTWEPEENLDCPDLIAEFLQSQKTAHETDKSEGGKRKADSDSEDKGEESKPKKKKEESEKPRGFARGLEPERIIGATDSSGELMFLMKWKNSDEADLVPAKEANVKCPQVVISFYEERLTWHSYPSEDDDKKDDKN
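AlphaScreen: HP1-beta (50 nM) preformed 30 min with biotin-H3(1-18)K9me3 peptide (50 nM) in PBS pH 7.4, 0.01% Tween-20. Compound added for 30 min at RT, then streptavidin donor/nickel chelate acceptor beads (10 ug/mL) for 30 min.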
Pin1 inh: inhibitors of human Pin1 | Pin1 FP peptide displacement, HiFluor488, 10 min | Potency, µM (top dose mostly 115 µM), for inactives: at the highest dose activity, negative = inhibition, usual class: inhibitors | Q13526 | hit rate 0.009% among 390,000 | AID 504891; active = well fitted inhibition curve with a large enough effect in the polarisation, with a control signal flat, not every such curve was filed as active; inconclusive = small, poorly fitted or top-dose-only effect, or effect the other way, or a change in a side signal; inactive = no such curve, though single readings can be large or run the other way; the % refers to the polarisation; note: potency is the fitted concentration of half-maximal effect; % is set by controls: 0 for no effect and ±100 for the full control effect
PGK inhibitor: inhibitors of T. brucei phosphoglycerate kinase | P07378 | PGK/GAPDH coupled, Kinase-Glo luminescence, 60 min | Potency, µM (doses to about 57.5 µM), for the others: at the highest dose activity change, negative = inhibition, usual class: inhibitors | hit rate 0.043% among 380,000 | AID 602233; note: potency is the fitted concentration of half-maximal effect; % is set by controls: 0 for no effect and ±100 for the full control effect; nearly all actives have a fitted effect of over 60% in size
Target sequence (P07378 whole entry, looked up): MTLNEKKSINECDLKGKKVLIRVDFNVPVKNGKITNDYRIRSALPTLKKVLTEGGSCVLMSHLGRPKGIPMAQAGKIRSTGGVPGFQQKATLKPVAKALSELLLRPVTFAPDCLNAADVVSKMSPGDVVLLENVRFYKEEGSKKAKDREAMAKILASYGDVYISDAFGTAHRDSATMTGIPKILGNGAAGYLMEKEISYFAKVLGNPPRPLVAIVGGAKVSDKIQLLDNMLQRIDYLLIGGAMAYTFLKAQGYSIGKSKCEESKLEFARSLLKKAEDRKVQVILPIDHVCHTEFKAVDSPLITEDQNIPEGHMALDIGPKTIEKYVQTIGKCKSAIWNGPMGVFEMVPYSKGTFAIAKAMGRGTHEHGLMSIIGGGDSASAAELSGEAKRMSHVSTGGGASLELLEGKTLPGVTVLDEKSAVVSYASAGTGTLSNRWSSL
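Luminescent ATP detection (Kinase-Glo Plus) follows a 60-minute room-temperature incubation, with wells lacking PGK as controls. Buffer: 100 mM TEA (pH 7.6), 5 mM MgCl2, 0.01% Tween-20. Coupling enzyme GAPDH (100 nM final) supplies unstable 1,3-BPG in-well.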
PI4K2A block: PI4K2A (human) kinase inhibition; Q9BTU6; purified PI4K2A, ADP-Glo luminescence, 1 h; stronger effect = lower value; activity change, negative = inhibition, % at 76.9 µM; hit rate 0.13% among 420,000; in the data active = activity change below about -50%; inconclusive = mostly about -30% to -49%;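 note: -100% = wells without enzyme as full effect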
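PI4K2A activity was measured by ADP-Glo luminescence: enzyme (4 ug/mL stock) and phosphatidylinositol (1.2 mM stock) in Tris pH 7.5/MgCl2/EGTA/Triton X-100 buffer were reacted with ATP (300 microM stock) for one hour at ambient temperature.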
mIDH1 inhibitor: blocks human mutant IDH1 R132H enzyme. O75874. IDH1-R132H enzyme, NADPH consumption, diaphorase/resazurin fluorescence. Potency, µM (highest dose often 76.6 µM), for the others: top-dose activity change, negative = inhibition, most hits filed as inhibitors. hit rate 0.093% among 390,000. AID 602179; note: potency is the fitted concentration of half-maximal effect; % is set by controls: 0 for no effect and ±100 for the full control effect; nearly all actives have a fitted effect of over 65% in size
Target sequence (O75874 whole entry R132H, stated change not applied): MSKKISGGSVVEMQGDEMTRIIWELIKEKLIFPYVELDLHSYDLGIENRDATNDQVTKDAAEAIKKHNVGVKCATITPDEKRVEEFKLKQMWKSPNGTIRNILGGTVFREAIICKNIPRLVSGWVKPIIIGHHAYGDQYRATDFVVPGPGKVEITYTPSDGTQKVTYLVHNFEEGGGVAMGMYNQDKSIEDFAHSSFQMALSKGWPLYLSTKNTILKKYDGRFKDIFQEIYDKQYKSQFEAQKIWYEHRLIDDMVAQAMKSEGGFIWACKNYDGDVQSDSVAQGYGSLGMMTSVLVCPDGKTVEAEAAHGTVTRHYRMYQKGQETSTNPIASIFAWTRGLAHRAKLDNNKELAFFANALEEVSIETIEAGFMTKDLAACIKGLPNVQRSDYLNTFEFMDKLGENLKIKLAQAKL
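IDH1-R132H (0.5 ug/mL) preincubated 30 min with compound, then NADPH (0.016 mM) and alpha-KG (2 mM) added; 80 min at RT, pH 7.5. Remaining NADPH coupled via diaphorase/resazurin to fluorescence (540/590 nm); concentration-response curves normalized to no-enzyme control.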
An asterisk follows results filed as active; i = inactive; ? = inconclusive; [ ] = dose if it differs, or a comment. Unless noted, calls come from the whole dose curve; as a rule, active = well fitted curve in the direction sought with a large enough effect; inconclusive = small, poorly fitted or top-dose-only effect, or another doubt; inactive = no such curve, though single readings can be large; an effect the other way counts as inactive or inconclusive. This is a subset; the hit share may differ from the screen's.

SMILES	USP1-UAF1 inh	GLS inhibitor	TrxR1 substrate	TrxR1 inh	HP1b binding inh	Pin1 inh	PGK inhibitor	PI4K2A block	mIDH1 inhibitor
COc1cc(C2C(C(=O)Nc3ccc(C)cc3C)=C(C)Nc3nc4ccccc4n32)cc(OC)c1OC (centres undefined)	-14.6%	-2.8%	19.7%	23.4%	30.0%	-0.3%	-0.5%	-3.0	-14.0%
Cc1ccc(/C(O)=C2\C(=O)C(=O)N(c3cc(C)on3)C2c2cccc(Br)c2)cc1 (centres undefined)	-25.6%	25.8%	-4.5%	-8.7%	8.2%	1.8%	-2.5%	-4.5	-7.1%
O=C(Cc1ccccc1)Nc1cc([N+](=O)[O-])ccc1N1CCOCC1	-3.6%	-21.6%	5.1%[57.1 µM]	19.8%[57.1 µM]	12.1%	-0.4%	-3.5%	-4.3	8.0%
CN=c1sc(C(=O)Nc2ccccc2)c(C)n1C	-18.1%	2.3%	4.5%[57.1 µM]	4.8%[57.1 µM]	33.3%	-3.8%	-6.3%	5.7	3.3%
C=CCn1c(SCC(=O)NC2CCCCC2)nnc1-c1ccccn1	-22.2%	-5.1%	-2.6%	10.5%	31.7%	-10.2%	-3.9%	1.3	-2.7%
COc1cc(CCC(=O)N2CCN(c3cccc(C)c3C)CC2)cc(OC)c1OC	-12.8%	-2.6%	2.6%[57.1 µM]	2.8%[57.1 µM]	-8.2%	-1.2%	-1.3%	1.9	6.7%
Cc1ccc(C)c(NC(=S)N2CCN(Cc3ccccc3)CC2)c1	2.0%	9.0%	3.3%	4.8%	31.5%	6.5%	1.6%	2.0	15.5%
Cc1ccc2nc(SCC(=O)Nc3ccccc3F)nc(=O)n2c1	-17.7%	-10.8%	-1.7%	-5.1%	26.1%	-0.5%	-6.4%	0.3	9.7%
Cc1[nH]c(C)c(S(=O)(=O)Nc2ccc(F)cc2Cl)c1C(=O)N1CCCC1	-14.7%	-10.7%	4.0%[57.1 µM]	23.5%[57.1 µM]	52.7%[activator]	-2.1%	-5.7%	9.4	0.0%
O=C1c2[nH]nc(-c3ccccc3O)c2C(c2cccc(Cl)c2)N1CC1CCCO1 (centres undefined)	-13.2%	17.5%	4.7%	16.2%	2.2%	7.6%	4.3%	-5.2	?
CC1=C(C(=O)Nc2ccc(Cl)cc2)C(c2cccs2)n2nc(SCc3cccc(C)c3)nc2N1 (centres undefined)	-14.8%	5.6%	6.0%	16.2%	37.3%	1.6%	-9.6%	-0.4	2.8%
CCSC(=S)Nc1c(C)n(C)n(-c2ccccc2)c1=O	-19.4%	0.2%	6.5%	3.3%	44.4%[activator]	-2.8%	-2.4%	-2.7	9.9%
Cc1ccc(-c2nn(-c3ccccc3)cc2/C=C(\C#N)C(=O)NCc2ccccc2)cc1	-19.7%	-3.9%	2.7%	-8.9%	42.8%[activator]	5.9%	-0.6%	-4.6	12.5%
O=C(CSc1nnc2ccccn12)Nc1ccc(S(=O)(=O)N2CCOCC2)cc1	-15.8%	1.5%	-5.7%[57.1 µM]	7.3%[57.1 µM]	36.0%	0.2%	i	1.9	7.6%
CCn1cc(C(=O)N2CCc3ccccc32)c(=O)c2cc(S(=O)(=O)N3CCOCC3)ccc21	-22.9%	5.0%	-6.9%	-11.7%	23.9%	3.4%	-3.2%	-0.4	-1.2%
CCc1ccc(C2C(C(=O)Nc3ccc(Cl)cc3)=C(C)Nc3ncnn32)cc1 (centres undefined)	4.0%	21.7%	-7.1%	-11.6%	22.7%	14.5%	-2.6%	-4.6	-28.6%
CCC(C)NS(=O)(=O)c1cc2c3c(c1)CCN3C(=O)CC2 (centres undefined)	-7.6%	0.9%	-0.9%	18.5%	28.7%	4.5%	i	-2.5	-9.7%
COc1ccc(CCN(Cc2nc3ccccc3c(=O)[nH]2)C(=O)c2ccco2)cc1	-9.9%	-7.9%	-5.6%	-19.5%	30.0%	-2.7%	-0.1%	5.5	17.2%
Cc1ccccc1SC1CCN(C(=O)C2CCC(=O)N(C3CC3)C2)CC1 (centres undefined)	-28.5%	-2.0%	-0.8%	9.9%	26.1%	-8.2%	3.4%	-1.6	-5.8%
CC(C)(Cc1ccccc1)/[N+]([O-])=C\c1ccccc1	-20.3%	-15.7%	4.3%[57.1 µM]	23.6%[57.1 µM]	28.8%	3.0%	i	5.5	-4.2%

Single records, from the list above. Order of values: USP1-UAF1 inh | GLS inhibitor | TrxR1 substrate | TrxR1 inh | HP1b binding inh | Pin1 inh | PGK inhibitor | PI4K2A block | mIDH1 inhibitor
`CC1=C(C(=O)Nc2ccc(Cl)cc2)C(c2cccs2)n2nc(SCc3cccc(C)c3)nc2N1` (centres undefined) in the list: -14.8% | 5.6% | 6.0% | 16.2% | 37.3% | 1.6% | -9.6% | -0.4 | 2.8%
`Cc1ccc(C)c(NC(=S)N2CCN(Cc3ccccc3)CC2)c1` in the list: 2.0% | 9.0% | 3.3% | 4.8% | 31.5% | 6.5% | 1.6% | 2.0 | 15.5%

Remaining list, next part.
SMILES	USP1-UAF1 inh	GLS inhibitor	TrxR1 substrate	TrxR1 inh	HP1b binding inh	Pin1 inh	PGK inhibitor	PI4K2A block	mIDH1 inhibitor
Cc1ccc(NS(=O)(=O)c2ccc3c(c2)C(=O)c2ccccc2C3=O)c(C)c1	-19.7%	9.3%	-5.8%	3.7%[0.0914 µM]	?	-1.5%	-1.7%	-0.2	-1.3%
O=C1CSC(c2ccccc2)N1CC12CC3CC(CC(O)(C3)C1)C2 (centres undefined)	-12.5%	15.2%	-5.4%	2.6%	30.1%[activator]	7.5%	3.9%	1.2	8.1%
CCOc1ccc(NC(=O)c2cc3c(=O)n4cccc(C)c4nc3s2)cc1	-3.3%	-6.6%	7.5%	16.1%	44.7%[activator]	-0.5%	-6.2%	2.8	3.3%
CCOC(=O)/C(C#N)=C/c1cc2ccccc2nc1N1CCOCC1	-22.6%	-6.4%	12.0%[57.1 µM]	14.4%[57.1 µM]	43.4%[activator]	12.2%	-3.4%	2.1	-2.3%
COCCN(CCOC)c1nc(-c2ccc(C)cc2)nc2ccccc12	-23.0%	-7.3%	-0.7%	27.2%	135.7%[activator]	-4.7%	-14.4%	4.9	10.2%
CCS(=O)(=O)NCc1csc(C)n1	-9.4%	8.2%	-7.0%	-9.4%	12.7%	-0.1%	i	-1.4	-0.7%
CCOC(Cn1c(CCCO)nc2ccccc21)OCC	-9.9%	3.1%	-0.6%	1.4%	26.2%	-2.1%	-2.4%	-0.9	6.3%
O=C(C[C@@H]1C/C=C\C[C@@H](NC(=O)OCC2c3ccccc3-c3ccccc32)C(=O)OC[C@@H](Cc2ccccc2)NC1=O)NCCO	3.6%	14.5%	-4.9%	0.2%	43.2%[activator]	2.3%	-9.0%	-4.0	-1.4%
CC(C)=NNc1nc2c(c(=O)n(C)c(=O)n2C)n1CCc1ccccc1	-11.6%	?	3.1%[57.1 µM]	14.4%[57.1 µM]	-12.7%	-2.2%	i	0.1	7.8%
Cc1ccnc(NS(=O)(=O)c2ccc(N=CC3=C(O)CC(C)(C)CC3=O)cc2)n1	-16.0%	-1.1%	-3.1%[57.1 µM]	-10.1%[57.1 µM]	17.8%	?	-2.2%	-3.6	-0.3%
O=C(O)CCCCCNC(=O)c1ccccc1	-6.3%	-8.5%	5.3%[57.1 µM]	-1.8%[57.1 µM]	55.4%[activator]	0.8%	-8.3%	-2.1	0.8%
COc1ccc(CNC(=O)c2cc(-c3ccc(OC)c(OC)c3)nc3n[nH]c(-c4ccc(C)cc4)c23)cc1	-16.4%	8.0%	10.7%[57.1 µM]	-17.3%[57.1 µM]	-0.5%	15.3%	-9.7%	-1.3	18.7%
CCOC(=O)c1cnn(-c2nc3c(C)cccc3s2)c1C(F)(F)F	-13.2%	17.7%	32.5%[activator]	12.9%	252.6%[activator]	-4.4%	7.6%	3.8	4.2%
COc1ccc(C(=O)Nc2cccc(NC(C)=O)c2)cc1OC	0.4%	9.4%	-13.5%	-17.6%	15.7%	-2.2%	2.9%	0.1	7.8%
OCCC1CN(Cc2ccc3cc(Cl)ccc3n2)CCN1Cc1ccsc1 (centres undefined)	-9.6%	-0.8%	5.9%	?	10.1%	1.0%	-7.9%	-7.4	-2.2%
O=C(CNC(=O)c1ccc(Br)o1)NC12CC3CC(CC(C3)C1)C2	-8.1%	2.6%	-4.3%	-0.6%	23.5%	-0.2%	5.8%	1.8	-15.7%
CN(C)CCCOC(=O)CCc1ccccc1	-11.0%	5.1%	7.4%[57.1 µM]	4.6%[57.1 µM]	27.3%	0.6%	8.3%	11.0	3.9%
CCOc1cccc2cc(C(=O)Nc3nccs3)c(=O)oc12	-1.4%	-3.9%	-0.4%	-2.2%	20.9%	-4.0%	-3.1%	-6.4	-1.1%
CCN(CC)CCNC(=S)Nc1ccc2nc(N3CCOCC3)cc(C)c2c1	4.4%	27.8%	10.3%	9.2%	8.5%	3.3%	-6.6%	-5.2	-7.1%
COc1ccccc1N1CCN(CC(O)c2ccc3cc[nH]c3c2)CC1 (centres undefined)	-3.1%	15.9%	8.2%[57.1 µM]	28.7%[57.1 µM]	-2.7%	-0.4%	-4.1%	2.4	8.1%
O=S(=O)(Cc1ccccc1)N1CCN(c2ccccc2)CC1	-22.2%	5.6%	7.6%[57.1 µM]	9.1%[57.1 µM]	30.6%[activator]	-8.6%	0.2%	-5.5	0.8%
